Screening results deposited in PubChem BioAssay by The Scripps Research Institute Molecular Screening Center.
Tn6 DDE FP = inhibitors of Tn6 peptide binding to human fibrin DD(E); 370,000 tested, 0.21% active; inhibition, % at 8.3 µM; Fibrin DD(E) TRITC-Tn6 fluorescence polarization displacement; AID 720509;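 active = inhibition above a per-campaign cutoff: mean of compounds within control limits plus 3 SD, cut at about 15% in these data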;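 also: 0% = median of all compound wells on the plate and 100% = blocking peptide control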
MBD2 inh = inhibitors of human MBD2 binding to methylated oligonucleotide; Q9UBB5; inhibition, % at 4.4 µM; 370,000 tested, 0.31% active; TR-FRET; in the data active = inhibition above about 13%
ASAP1 inh = inhibitors of human ASAP1 ArfGAP activity. ASAP1-stimulated ARF1 GTP hydrolysis, GDP FP detection. AID 624377. Q9ULH1. inhibition, % at 16.5 µM. 360,000 tested, 0.19% active; in the data active = inhibition above about 25%;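 also: 0% = vehicle with enzyme and substrate and 100% = no enzyme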
Tn7 DDE FP = disrupts Tn7 cyclic peptide binding to fibrin D-Dimer-E complex. P02675. FP displacement of FITC-Tn7 peptide from fibrin DD(E); 0% = median of compound wells per plate. inhibition, % at 8.3 µM. 370,000 tested, 0.13% active. AID 720508;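 active = inhibition above the mean of compounds falling within the control limits plus 3 SD of them, cut at about 14% in these data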;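 also: 0% = plate median of compound wells and 100% = 10 µM Aha-Tn7 peptide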
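Assay system: human fibrin DD(E) protein / Input: 2 µM fibrin DD(E) / Benchmarks: high control of 10 µM Aha-Tn7 peptide / Measured by: fluorescence polarization of the labelled Tn7 tracer / Medium: Tris buffer with calcium and detergent, pH 7.8 / Timing: 10 min compound pre-incubation, 3 h probe incubation at room temperature / Repeats: one replicate per compound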
proKLK7 act = activators of human kallikrein-7 zymogen; purified proKLK7, EDANS-DABCYL substrate fluorescence; 100% is mature enzyme control, 0% vehicle; activation, % at 7 µM; 370,000 tested, 0.9% active; P49862;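 active = activation above the mean of all tested compounds plus 3 SD, computed per campaign excluding outliers beyond control limits, cut at about 13% in these data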
ARFGAP1 inh = inhibitors of rat ARFGAP1 | Q62848 | Arfgap1-stimulated ARF1 GTP hydrolysis, GDP FP detection | inhibition, % at 16.5 µM | 360,000 tested, 0.26% active | AID 651572;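 active = inhibition above a per-plate limit, mean inhibition of low control wells plus 3 SD, cut at about 25% in these data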;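 also: 0% = DMSO wells with enzyme and 100% = wells lacking Arfgap1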
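Repeats: one replicate per compound; assay system: rat Arfgap1 catalytic domain, aa 1-136; times: enzyme reaction 120 min at 25 °C after 20 min preincubation; detection: FP of antibody-bound GDP Alexa 633 tracer, ex 620/em 688 nm; benchmarks: high control wells lacking Arfgap1, low control full reaction with DMSO; reagent: human ARF1(Δ1-17)-GTP substrate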
UHRF1 MBD2 ctr = blocks human UHRF1 binding to methylated DNA | Q96T88 | UHRF1 binding to methylated oligo, TR-FRET | inhibition, % at 4.4 µM | 370,000 tested, 0.75% active | AID 687016; in the data active = inhibition above about 21%;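 also: UHRF1 SRA domain binding a hemimethylated CpG hairpin DNA probe; 0% = median of test compound wells and 100% = reference inhibitor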
PLC-beta3 inh = blocks human PLC-beta3 enzyme activity. Q01970. Purified PLC-beta3, fluorogenic substrate, fluorescence. inhibition, % at 12.2 µM. 370,000 tested, 0.18% active; in the data active = inhibition above about 11%;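 also: 0% = median of compound wells on plate and 100% = full blocker control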
PLC-gamma1 inh = inhibitors of human phospholipase C gamma1. purified PLC-gamma1, fluorogenic substrate, fluorescence. inhibition, % at 12.2 µM. 370,000 tested, 0.84% active. AID 720700; in the data active = inhibition above about 9.5%
Target sequence (P19174 whole entry, looked up): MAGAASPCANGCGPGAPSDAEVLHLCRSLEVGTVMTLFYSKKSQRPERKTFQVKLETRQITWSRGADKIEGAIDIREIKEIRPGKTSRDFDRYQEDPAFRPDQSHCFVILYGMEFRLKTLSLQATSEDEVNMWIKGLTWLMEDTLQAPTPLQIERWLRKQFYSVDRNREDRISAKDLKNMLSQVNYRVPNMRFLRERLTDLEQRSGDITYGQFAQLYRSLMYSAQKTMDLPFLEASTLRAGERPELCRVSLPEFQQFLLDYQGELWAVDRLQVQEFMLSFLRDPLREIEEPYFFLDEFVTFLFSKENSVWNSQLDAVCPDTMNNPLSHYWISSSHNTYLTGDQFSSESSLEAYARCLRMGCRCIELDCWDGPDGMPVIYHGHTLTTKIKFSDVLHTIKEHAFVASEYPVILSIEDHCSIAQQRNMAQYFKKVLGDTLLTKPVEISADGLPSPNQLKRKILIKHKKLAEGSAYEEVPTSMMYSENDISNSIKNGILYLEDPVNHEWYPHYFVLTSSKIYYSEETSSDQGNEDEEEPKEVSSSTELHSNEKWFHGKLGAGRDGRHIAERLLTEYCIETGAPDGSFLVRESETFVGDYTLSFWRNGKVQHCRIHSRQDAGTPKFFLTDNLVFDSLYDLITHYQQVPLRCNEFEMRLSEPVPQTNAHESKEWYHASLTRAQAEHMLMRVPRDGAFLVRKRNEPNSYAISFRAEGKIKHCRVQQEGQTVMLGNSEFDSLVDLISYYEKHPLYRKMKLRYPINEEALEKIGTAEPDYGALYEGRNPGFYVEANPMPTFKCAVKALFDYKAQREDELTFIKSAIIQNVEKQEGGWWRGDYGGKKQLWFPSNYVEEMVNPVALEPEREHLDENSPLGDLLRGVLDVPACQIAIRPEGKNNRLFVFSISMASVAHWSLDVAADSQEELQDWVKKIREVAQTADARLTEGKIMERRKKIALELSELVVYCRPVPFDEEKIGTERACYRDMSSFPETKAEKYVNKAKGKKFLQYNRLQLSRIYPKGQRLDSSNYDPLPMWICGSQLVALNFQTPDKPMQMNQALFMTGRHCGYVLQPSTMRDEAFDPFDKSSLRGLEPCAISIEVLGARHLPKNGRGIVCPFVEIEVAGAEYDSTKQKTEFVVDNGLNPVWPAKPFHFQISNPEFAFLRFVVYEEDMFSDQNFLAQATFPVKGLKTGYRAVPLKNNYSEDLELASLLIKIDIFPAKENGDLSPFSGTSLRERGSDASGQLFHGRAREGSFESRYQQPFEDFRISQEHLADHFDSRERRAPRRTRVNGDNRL
ADAM17 inh = inhibitors of human ADAM17. P78536. recombinant ADAM17, EDANS/DABCYL FRET peptide cleavage. inhibition, % at 6.95 µM. 370,000 tested, 0.83% active. AID 720648;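 active = inhibition above the mean of compounds lying between control limits plus 3 SD, set per campaign, cut at about 8.5% in these data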;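 also: 0% = DMSO-only wells as the low control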
* hit, by the source's call; nt = no result given. Rows were taken by chance (roughly 4.1% active in at least one column).

ARFGAP1 inh,PLC-gamma1 inh,ADAM17 inh,PLC-beta3 inh,proKLK7 act,ASAP1 inh,Tn6 DDE FP,UHRF1 MBD2 ctr,Tn7 DDE FP,MBD2 inh,compound
-3,3,0,-5,-0.3,0,-8,-1,-2,-4,CC(=O)Nc1ccc(NC(=O)COc2ccc(S(=O)(=O)NC(C)c3ccccc3)cc2)cc1 (stereo unspecified)
-8,0,-3,-9,-0.2,-4,-6,1,0,0,CCOC(=O)N1CCN(C(=O)c2cc3cc(Cl)ccc3[nH]2)CC1
4,-1,3,0,-1.3,2,3,-3,-1,5,CCOc1ccc(NC(=O)C(C)Oc2ccccc2C(=O)Nc2ccc(C)c(Cl)c2)cc1 (stereo unspecified)
10,-1,-1,1,0.2,-1,-6,-1,0,-3,CC(C)(C)C1CCc2onc(C(=O)N3CCOCC3)c2C1 (stereo unspecified)
4,0,8,-24,0.1,6,-2,27*,4,5,CCOC(=O)c1sc(Nc2ccccc2Cl)nc1C
0,-22,-15,-37,0.8,-17,-3,3,0,4,CCc1ccccc1NC(=O)C1CCN(c2cnccn2)CC1
8,0,1,-7,-0.3,6,-6,3,5,8,COc1ccc(NC(=O)CSc2nc3ccc(Nc4nc(N5CCOCC5)nc(N5CCOCC5)n4)cc3s2)cc1
-7,-2,-3,-6,-0.3,-7,4,1,9,2,Cc1ncc(CN2CCN(Cc3ccccc3)C(CCO)C2)s1 (stereo unspecified)
6,3,0,-1,-0.2,-3,-6,2,6,-2,CCC(C)(C)NC(=O)C(OC(=O)c1ccco1)c1ccccc1F (stereo unspecified)
1,5,7,3,0.3,1,-1,4,-8,3,O=C(N=NC(=O)c1ccc2c(O)n(C3CCCCC3)c(O)c2c1)c1cccnc1
-11,2,-6,3,0.1,9,-9,5,-2,6,CCn1cc([N+](=O)[O-])c(C(=O)Nc2ccc(Br)cn2)n1
-9,-4,-4,-5,-2.8,-9,2,-2,1,0,CCOC(=O)c1ccccc1NC(=O)N[C@@H](C)C(=O)OC
0,-11,2,-12,0.1,18,4,-5,-1,-2,O=C(N/N=C\c1ccc(-c2ccc([N+](=O)[O-])cc2)o1)C1COc2ccccc2O1 (stereo unspecified)
13,-5,-5,-13,-0.9,8,6,9,0,-1,Cc1ccc(C)c(Cn2c3ccccc3c3cnn(CC(=O)NCc4ccccn4)c(=O)c32)c1
-5,2,3,4,-0.5,8,-2,3,-2,2,CCCNC(=O)c1cc(C2CCCCN2S(=O)(=O)c2ccccc2)on1 (stereo unspecified)
-3,2,3,3,0.3,2,3,-1,4,-1,Cc1ccc(-c2nnc(SCC(=O)N/N=C/c3c(C)nn(-c4ccccc4)c3C)n2-c2ccc(C)cc2)cc1
-18,-2,2,-8,-1.6,15,4,4,-9,3,Cc1ccc(C(=O)Nc2nnc(CC(=O)N/N=C/c3ccc(O)c(O)c3)s2)cc1
-19,1,-2,1,0.3,-7,10,-3,2,-5,Clc1ccc(C2=Nn3c(nnc3-c3cccnc3)SC2)s1
5,1,4,3,0.2,9,-6,2,-2,-5,COc1ccc2nc(NS(=O)(=O)c3ccc(NC(C)=O)cc3)sc2c1
7,4,0,1,-0.1,4,7,7,9,-2,O=C(Nc1ccccc1)c1ccc2c(c1)OCCO2
-5,-1,1,-2,0.1,-7,0,4,3,-1,Cc1ccc(OCc2nn3c(-c4ccco4)nnc3s2)cc1
1,1,-3,2,0.0,-1,3,0,-1,-3,COc1ccc2cc(C(c3nnnn3C3CCCC3)N3CCCCCC3)c3nnnn3c2c1 (stereo unspecified)
-15,2,2,2,-0.1,12,1,1,-3,2,Cc1nc(NC(C)c2ccccc2)sc1C(=O)Nc1ccccc1 (stereo unspecified)
1,-1,9.7*,0,0.5,-3,-6,0,-2,-4,O=C(COc1ccc(Cl)cc1)Nc1nc(-c2cccs2)cs1
3,5,1,4,0.2,11,-2,-1,-8,2,CCN=C1SC(C(=O)Nc2cccc(Cl)c2)CC(=O)N1CC (stereo unspecified)
4,3,-1,-2,-1.1,11,0,0,-3,-1,Cc1ccc(C)c(S(=O)(=O)N2CCN(C(=O)C3CCN(c4ncnc5sc(C)c(C)c45)CC3)CC2)c1
4,2,-2,1,0.6,-4,-8,2,-6,4,CC(=O)NN1C(=O)c2ccc(Oc3cccc([N+](=O)[O-])c3)cc2C1=O
-5,0,3,-4,0.6,0,-6,0,-4,-2,COC(=O)C(NC(=O)CCc1nnc2ccc(N3CCC(C)CC3)nn12)C(C)C (stereo unspecified)
-10,-2,-8,-4,0.4,4,1,1,-2,0,CCOC(=O)Cc1csc(NC(=O)c2cnc3scc(C)n3c2=O)n1
18,-92,-66,-115,1.9,10,-8,9,5,3,COc1ccc(-c2cc(C(=O)OCC(=O)c3cccc([N+](=O)[O-])c3)c3cc(C)ccc3n2)cc1

Whole records as entered above. Order of screens: ARFGAP1 inh | PLC-gamma1 inh | ADAM17 inh | PLC-beta3 inh | proKLK7 act | ASAP1 inh | Tn6 DDE FP | UHRF1 MBD2 ctr | Tn7 DDE FP | MBD2 inh
Profile of O=C(N=NC(=O)c1ccc2c(O)n(C3CCCCC3)c(O)c2c1)c1cccnc1 → 1 | 5 | 7 | 3 | 0.3 | 1 | -1 | 4 | -8 | 3
Profile of Cc1ccc(C(=O)Nc2nnc(CC(=O)N/N=C/c3ccc(O)c(O)c3)s2)cc1 → -18 | -2 | 2 | -8 | -1.6 | 15 | 4 | 4 | -9 | 3
Profile of CCn1cc([N+](=O)[O-])c(C(=O)Nc2ccc(Br)cn2)n1 → -11 | 2 | -6 | 3 | 0.1 | 9 | -9 | 5 | -2 | 6

Remaining list, next part.
ARFGAP1 inh,PLC-gamma1 inh,ADAM17 inh,PLC-beta3 inh,proKLK7 act,ASAP1 inh,Tn6 DDE FP,UHRF1 MBD2 ctr,Tn7 DDE FP,MBD2 inh,compound
-9,-5,-4,-9,-0.2,18,-1,-3,-7,0,CCOC(=O)C1=C(N)Oc2cc(O)ccc2C1c1ccccc1 (stereo unspecified)
-7,-1,-2,-1,0.7,-15,1,-4,8,-5,Cc1cc2nc(C)n(CCCNC(=O)Nc3ccc(C#N)cc3)c2cc1C
-5,-5,-6,-8,0.3,2,-4,-1,0,2,CC1=Nc2ccc(C)cc2N(Cc2ccccc2)C(=O)C1
-3,-2,-1,2,0.4,-3,-5,1,-5,-1,CCOC(=O)C1CCCN(C(=O)/C=C/c2ccc(Cl)cc2)C1 (stereo unspecified)
-1,0,0,-6,-0.9,-11,4,0,4,-3,O=C1[C@@H]2C(c3ccc(F)cc3)=NO[C@@H]2C(=O)N1Cc1ccccc1
7,-1,-6,-7,-0.1,-4,-8,3,1,2,CCCc1nnc(NC(=O)CC(=O)Nc2ccccc2C(=O)O)s1
1,1,0,0,0.4,11,-4,-5,-4,0,CC(CSc1nc2ccccc2s1)Cn1c(N2CCCC2)nc2c1c(=O)[nH]c(=O)n2C (stereo unspecified)
5,2,-1,3,-0.1,-4,0,5,-5,-2,CCC(CC)C(=O)OCC(=O)NC12CC3CC(CC(C3)C1)C2
19,3,-1,2,-0.2,-10,0,1,0,-3,Cc1cc(C)c2nc(N3CCCC(C(=O)N4CCC(C(N)=O)CC4)C3)sc2c1 (stereo unspecified)
-3,0,-3,-6,0.6,4,-7,1,-4,3,COC(=O)c1nn(-c2nc(-c3ccc(OC)c(OC)c3)cc(C(F)(F)F)n2)cc1[N+](=O)[O-]
-9,3,1,-20,-0.5,0,-2,4,0,1,COc1ccc(-c2noc(CN(C)C(=O)c3ccc4c(c3)OCO4)n2)cc1OC
17,1,4,-2,0.0,-4,4,-1,0,-2,COc1ccc(CC(=O)N/N=C(\C)CC(=O)Nc2ccc3c(c2)OCCO3)cc1OC
1,5,-3,-10,-0.1,5,2,2,-6,-1,O=C(C1CCC(=O)N(C2CCCC2)C1)N1CCC(Oc2ccccc2Cl)CC1 (stereo unspecified)
3,3,1,3,0.6,-2,3,0,-3,-2,COc1ccc(/C=C(\NC(=O)c2ccccc2)C(=O)NNC(=O)CCN2CCOCC2)cc1
nt,13*,9.6*,2,-0.6,nt,-4,1,-2,2,COC(=O)[C@]12C[C@H](CC(=O)NCCCCc3ccccc3)C(=O)N(Cc3cccc4ccccc34)C1=C[C@H](C(C)C)O[C@@H]2C1CC1
4,-2,-2,0,0.2,-6,2,-2,9,-3,COc1ccccc1CN(C)C(=O)C1(c2ccc(Cl)cc2)CC1
3,0,0,-1,-0.4,17,6,-1,-3,0,O=C(CCc1ccccc1)NCC(=O)N/N=C/c1ccc2c(c1)OCO2
10,0,0,-4,1.4,5,-1,0,-5,1,Cn1c(CCN2CCN(c3ccccn3)CC2)nc2cc(NC(=O)COc3ccc(Cl)cc3)ccc21
-8,5,0,-3,0.2,3,2,1,-5,2,CCN(CC)C(=O)c1cccc(-c2csc(C(C)(NC(C)=O)c3ccccc3)n2)c1 (stereo unspecified)
0,9,7,5,0.2,-5,4,2,-10,2,O=C(c1cc(-c2ccccc2)nc2ccccc12)N1CCc2ccccc2C1
10,2,0,2,0.2,-9,1,1,-3,2,CCOC(=O)c1ccc(S(=O)(=O)N2CCN(C)CC2)cc1
0,8,-2,-2,-0.6,15,-5,2,-8,0,CC(C)Cc1nnc(NC(=O)C2CSC3(C)CCC(=O)N23)s1 (stereo unspecified)
2,12*,2,2,-0.2,9,3,0,-11,1,CCOC(=O)Nc1ccc(NC(=O)OCC)cc1
4,-2,-1,-2,-1.1,-7,-5,5,4,-2,COc1cc(OC)cc(-n2nc(C(=O)NCCCN3CCOCC3)c3ccccc3c2=O)c1
